# Compound activity (PubChem)
# proCasp3 act: procaspase-3 (human) activation; AID 463141; 330,000 tested, 0.11% active; activation, % at 8.5 µM; recombinant procaspase-3 D3A, Ac-DEVD-pNA absorbance 405 nm; P42574;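 active = activation above the mean of all tested compounds plus 3 SD, cut at about 21% in these data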;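 also: 0% = DMSO alone and 100% = DMSO wells spiked with extra 5 µM PC-3 D3A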
# Target sequence (P42574 whole entry D9A/D28A/D175A): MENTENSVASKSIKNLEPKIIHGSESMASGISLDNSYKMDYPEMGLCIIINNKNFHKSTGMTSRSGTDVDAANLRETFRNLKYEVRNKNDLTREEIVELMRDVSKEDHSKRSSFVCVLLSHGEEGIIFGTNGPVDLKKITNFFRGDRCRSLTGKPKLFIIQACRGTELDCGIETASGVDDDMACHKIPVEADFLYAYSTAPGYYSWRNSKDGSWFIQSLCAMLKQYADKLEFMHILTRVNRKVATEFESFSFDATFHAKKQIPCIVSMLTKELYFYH
#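 material = Procaspase-3 D3A mutant | probe or stimulus = Ac-DEVD-pNA | compound = single dose, 8.5 µM nominal compound, 0.8% DMSO | timing = 1 h preincubation, 2 h reaction | measured by = 405 nm absorbance of p-nitroaniline, reads at 0 and 120 min | benchmarks = DMSO-only low control, 5 µM PC-3 D3A high control | repeats = singlicate, each compound tested once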
# HCV core dimer: blocks dimerization of HCV core protein. inhibition, % at 5 µM. TR-FRET GST/Flag-core106 dimerization, 1536-well. AID 1899. 300,000 tested, 0.33% active;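 active = inhibition above the mean of all tested compounds plus 3 SD, set per screening campaign, cut at about 45% in these data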
#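 Assay system: tagged HCV core106 pair (GST and Flag); medium: KF-containing HEPES buffer, pH 7.45, DTT, CHAPS, BSA; also added: Eu donor and XL665 acceptor anti-tag antibodies; dosing: 5 µM single dose; timing: compound-protein-antibody incubation 4 h at 22.5 °C; signal: TR-FRET 671 and 617 nm emission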
# PP5 primary: inhibitors of human protein phosphatase 5 (PP5); P53041; purified PP5c, OMFP substrate fluorescence; 320,000 tested, 0.18% active; inhibition, % at 6.7 µM;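 active = inhibition above the campaign's mean inhibition across all tested compounds plus 3 SD, cut at about 9.5% in these data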;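 also: 0% = DMSO only and 100% = 100 µM cantharidin control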
# PP1 counter: blocks human PP1-alpha phosphatase, a PP5 counter-screen. AID 2235. 320,000 tested, 0.9% active. P62136. purified PP1alpha, OMFP fluorescence. inhibition, % at 6.7 µM;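 active = inhibition above the mean inhibition of all tested compounds plus 3 SD, computed separately for each screening campaign, cut at about 15% in these data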
# Target sequence (P62136 whole entry, looked up): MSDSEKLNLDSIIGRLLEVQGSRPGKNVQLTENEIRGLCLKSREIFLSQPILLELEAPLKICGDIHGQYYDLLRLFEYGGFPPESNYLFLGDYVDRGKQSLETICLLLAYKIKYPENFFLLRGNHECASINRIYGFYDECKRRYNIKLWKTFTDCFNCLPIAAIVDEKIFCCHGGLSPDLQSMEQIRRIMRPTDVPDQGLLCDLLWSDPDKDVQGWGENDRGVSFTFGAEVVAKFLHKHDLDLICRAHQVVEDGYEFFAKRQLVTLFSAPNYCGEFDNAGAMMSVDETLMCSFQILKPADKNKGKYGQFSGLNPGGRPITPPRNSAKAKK
# CTSL1 counter: counter-screen for PFM18AAP inhibitors: inhibitors of F. hepatica cathepsin L1. recombinant F. hepatica cathepsin L1, Z-Leu-Arg-MCA fluorescence. AID 1906. inhibition, % at 5.96 µM. 300,000 tested, 0.49% active;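 active = inhibition above the mean of all tested compounds plus 3 SD, set per screening campaign, cut at about 17% in these data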;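 also: 0% = plate median of test compound wells and 100% = 1 µM Z-Phe-Ala-diazomethylketone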
# PAFAH2 FP inh: inhibitors of human PAFAH2; recombinant PAFAH2, FP-rhodamine activity probe, fluorescence polarization; inhibition, % at 3.39 µM; 340,000 tested, 0.99% active;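 active = inhibition above the mean over all tested compounds plus 3 SD, cut at about 30% in these data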;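 also: inhibitors block probe labeling of enzyme so polarization drops; 0% = enzyme with DMSO and 100% = wells lacking PAFAH2 protein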
# TPT1 inhibitor: blocks Candida albicans tRNA 2'-phosphotransferase; AID 1962; recombinant caTPT1, FP RNA substrate dephosphorylation; 300,000 tested, 0.81% active; inhibition, % at 5 µM;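 active = inhibition above the mean of all tested compounds plus 3 SD, set per screening campaign, cut at about 24% in these data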;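 also: plate controls were DMSO alone for no effect and ferristatin control at 100 nM for full effect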
# AHR activator: activators of human aryl hydrocarbon receptor; activation, % at 5 µM; AHR-responsive luciferase reporter cells, luminescence; 320,000 tested, 2.5% active; P35869; in the data active = activation above about 47%;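 also: 0% = vehicle wells and 100% = reference agonist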
# proCasp7 act: counter-screen: procaspase-7 (human) activation; recombinant procaspase-7, Ac-DEVD-pNA absorbance 405 nm; D23A/D198A/D206A triple mutant, cannot self-cleave; scale: DMSO 0, 5 µM enzyme 100; activation, % at 8.5 µM; 330,000 tested, 0.093% active;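 active = percent activation above the screen-wide mean plus 3 SD, cut at about 25% in these data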
# Target sequence (P55210 whole entry D23A/D198A/D206A): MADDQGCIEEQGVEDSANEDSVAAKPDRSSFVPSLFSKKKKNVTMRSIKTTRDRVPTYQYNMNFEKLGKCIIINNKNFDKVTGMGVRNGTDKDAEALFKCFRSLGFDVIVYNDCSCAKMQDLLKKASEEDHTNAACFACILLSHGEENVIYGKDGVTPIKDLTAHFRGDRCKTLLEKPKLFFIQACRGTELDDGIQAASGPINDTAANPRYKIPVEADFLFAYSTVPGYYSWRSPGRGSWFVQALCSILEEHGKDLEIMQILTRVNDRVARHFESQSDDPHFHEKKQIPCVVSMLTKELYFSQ
#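 Assay system: Uncleavable procaspase-7 mutant enzyme / Input: 2 µM procaspase-7 mutant as dispensed / Dosing: single nominal 8.5 µM compound dose, 0.8% DMSO final / Timing: 1 h enzyme–compound preincubation and 2 h substrate reaction, both 25 °C / Detection: p-Nitroaniline absorbance at 405 nm, read at 0 and 120 min / Replication: singlicate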
# * marks the source's active call; other numbers are inactive results; · = not tested or not shown; & = joins results of further samples; ! = a repeat was not active. Only part of the results is shown; the hit share may differ from the screen's.
SMILES,proCasp3 act,HCV core dimer,PP5 primary,PP1 counter,CTSL1 counter,PAFAH2 FP inh,TPT1 inhibitor,AHR activator,proCasp7 act
COc1cc(O)cc2c1C(=O)O[C@@H](C)CCCC(=O)CCCCC2,3,-9,1.2,-2,-3,-2,2,5,-4
CC(=O)OC1C=CC2[C@H]3Cc4ccc(O)c5c4[C@@]2(CCN3C)C1O5 (stereo not given in full),6,·,·,·,·,2,·,0,2
COc1ccc(C2C(C#N)=C(N)Oc3c2c(=O)oc2ccccc32)cc1Cn1cc([N+](=O)[O-])cn1 (stereo not given),-6,45,-0.4,6,-1,5,-4,2,-5
COc1cccc(N2C(=O)NC(=O)/C(=C/c3ccc([N+](=O)[O-])s3)C2=O)c1,-3,-3,2.7,1,-2,49*,20,-1,-10
O=c1[nH]c(=O)n(Cc2ccc(F)cc2)c(O)c1C=NCCN1CCCCC1,2,2,1.5,-5,-3,2,1,0,-7
COc1ccc(-n2c(O)c(C(C)=NCC3CCCO3)c(=O)[nH]c2=O)cc1 (stereo not given),5,4,-0.1,-6,0,-9,2,-5,7
COc1ccc(CNC(=O)/C=C/c2ccc3[nH]cc(CCN(C)C)c3c2)cc1,0,4,0.8,-1,8,2,-1,-2,-1
O=C(Cn1c(=O)n(CC2CS2)c2ccccc21)N1CCCCC1 (stereo not given),-8,-1,0.4,-5,-3,-1,-2,1,4
CCCCCn1c(=O)c(C(=O)Nc2cccc(C)c2)c(O)c2ccccc21,0,-1,-5.2,-5,-6,-12,1,1,-17
O=P(/C(=N/O)N1CCCCC1)(N1CCOCC1)N1CCOCC1,-10,-1,1.7,6,2,-5,-2,1,1
Cc1cccc(NC(=O)N2CC3CC(C2)c2cccc(=O)n2C3)c1 (stereo not given),4,2,1.5,-3,-1,3,1,16,10
Cc1ccc(CN2CCCN(Cc3ccc(C)cc3)S2(=O)=O)cc1,-5,-1,1.1,6,-1,-2,2,0,-5
Cc1c2cnn(CC(=O)N3CCC4(CC3)OCCO4)c(=O)c2c(C)n1Cc1ccccc1F,-4,6,1.7,-1,1,1,-2,-1,10
Cc1ccc2nc3c(cc2c1)CC1(C(=O)N(C)C(=O)N(C)C1=O)C1COCCN31 (stereo not given),11,-2,1.8,6,-1,3,1,38,3
O=c1[nH]c(=O)n(Cc2ccccc2)c(O)c1C=NCCN1CCNCC1,1,-4,0.0,-3,0,-5,2,2,-1
CCCCCCn1c(O)c(C=NC2CCN(Cc3ccccc3)CC2)c(=O)[nH]c1=O,6,8,-7.7,2,14,2,0,1,6
O=C1CCCN1c1ccc(S(=O)(=O)O)cc1 (tested in a mixture with another compound),0,-6,-0.8,-1,-3,2,0,-1,-7
COc1ccc(S(=O)(=O)Cc2ccc(C(=O)N3CCC4(CC3)OCCO4)o2)cc1,6,3,-0.7,-2,-1,8,3,4,-10
O=c1[nH]c(=O)n(Cc2ccccc2)c(O)c1C=Nc1ccc(CN2CCOCC2)cc1,-3,8,0.0,-7,-3,1,6,2,0
N[C@@H](Cn1oc(=O)[nH]c1=O)C(=O)O,10,-2,1.9,-5,-3,10,-2,17,0
Cn1c(O)c(C=Nc2ccc(Cl)cc2)c(=O)n(C)c1=O,-10,4,0.7,0,2,2,-2,10,-18
Oc1ccc(CC2CC3CCN2CC3)cc1O (stereo not given),-8,-4,0.1,-1,-2,4,-2,-1,-7
O=C1CC(=O)N(c2ccc(Cl)cc2)C(=O)N1,1,9,-2.0,-2,7,3,14,2,-14
COCCOC(=O)c1c(C)oc2ccc(OC(=O)N(C)C)cc12,-6,-8,0.5,1,4,2,-5,15,3
O=C1/C(=C/c2ccccc2Cl)N2CCC1CC2,2,1,0.7,-7,-4,-9,2,-1,-1
COC(=O)C1=C(c2ccc(Cl)c(C(F)(F)F)c2)C[C@@H]2CC[C@H]1N2C(=O)NCCOc1ccccc1Cl,3,·,5.8,2,·,1,·,-1,-9
C[C@H](O)[C@H]1CC[C@H]2[C@@H]3CCC4=CC(=O)CC[C@]4(C)[C@H]3CC[C@]12C,4,16,1.8,-2,1,3,1,-4,0
CCCCCn1c(=O)c(C(=O)Nc2c(C)n(C)n(-c3ccccc3)c2=O)c(O)c2ccccc21,-7,2,-3.9,-1,1,6,1,0,-6
CCC(C#N)(CC)P(=S)(c1ccccc1)c1ccccc1,2,-3,3.7,-6,2,-1,-3,-3,-9
Cc1ccc(-n2c(-c3ccc([N+](=O)[O-])cc3)nc3ccccc3c2=O)cc1,5,-2,1.3,-2,3,-5,-3,3,-5
CC(=O)c1cccc(OCC(=O)N2CCN(CC(=O)Nc3cccc(F)c3)CC2)c1,6,·,1.8,-4,·,-1,·,0,13
COc1ccc(C(C)=O)cc1CC(C(=O)c1ccc(C)c(C)c1)N(C)C (stereo not given),-1,-3,-2.0,-4,1,-4,-6,6,2
C[C@]12CCC3C(CC[C@H]4C[C@H](O)CC[C@]34C)C1C[C@H](O)[C@@H]2O (stereo not given in full),6,·,·,·,·,-3,·,1,7
CCCCn1c(=O)c(C(=O)NCc2ccccc2OC)c(O)c2ccccc21,-8,-4,-1.8,1,-4,-10,-1,1,11
O=C(c1cc(-c2ccncc2)nc2ccccc12)N1CCC2(CC1)OCCO2,5,-1,-0.7,3,3,2,3,1,1
CCC(=O)c1ccc(OCC(=O)N2CCN(CC(=O)Nc3ccccc3C(F)(F)F)CC2)cc1,7,·,·,·,·,2,·,0,7
c1cncc(C2CCCN2)c1 (stereo not given),10,10,-1.3,-2,3,·,-6,3,-4
COc1cc(CN=Cc2c(O)n(C(C)(C)C)c(=O)[nH]c2=O)cc(OC)c1,7,3,0.1,-2,-1,3,0,7,9
OC(CCNCCc1c[nH]c2ccccc12)C(F)(F)F (stereo not given),-6,-4,-0.9,-3,4,-3,-2,6,-1
Cc1cccn2c(NCC3CCCO3)c(C(C)C)nc12 (stereo not given),2,-3,0.4,1,-1,12,-5,-1,1
CCOc1ccc(-n2c(O)c(/C=C3\C=Nc4ccccc43)c(=O)[nH]c2=O)cc1,-18,10,-0.3,-2,1,6,23,30,-18
CCCc1cc(=O)oc2cc(OCC(=O)N3C[C@H]4C[C@@H](C3)c3cccc(=O)n3C4)ccc12,3,1,1.9,2,0,-6,0,0,-5
Cc1cccc(CN2CCCN(Cc3ccc(Cl)cc3)S2(=O)=O)c1,6,0,0.0,-1,-1,3,-1,0,-4
CCC(=O)c1cn(Cc2ccccc2)c2ccccc12,10,0,1.1,0,-3,-6,-2,2,3
CCc1ccc2nc(N3CCC(C(=O)N4CCC5(CC4)OCCO5)CC3)sc2c1,-4,0,0.3,0,0,1,3,4,0
CCC(CC)C1C(C#N)=C(N)Oc2c1c(=O)oc1ccccc21 (stereo not given),6,3,2.7,2,-7,14,0,-3,0
NCCNc1ccc([N+](=O)[O-])c2cccnc12,-11,-5,2.7,-2,1,2,1,14,-5
CO[C@H]1C=C2CCN(C)[C@H]2C2c3cc4c(cc3C(=O)O[C@@H]21)OCO4 (stereo not given in full),0,4,-1.1,-1,2,5,1,3,-4
C[N+]1(C)C2CC(OC(=O)[C@H](CO)c3ccccc3)CC1C1OC12 (stereo not given in full),9,-4,0.3,1,0,1,-5,-1,2
OC1(c2ccc(F)cc2)CCNC1 (stereo not given),-1,-2,0.1,-3,-3,2,4,-1,4
O=C(c1cc2cc3ccc(Cl)cc3nc2o1)N1CCC2(CC1)OCCO2,-6,10,0.5,-2,6,9,-4,10,4
NC(N)=Nc1ccc2[nH]c3c(c2c1)C[C@@]1(O)[C@H]2Cc4ccc(O)c5c4[C@@]1(CCN2CC1CC1)[C@H]3O5,-9,-4,1.4,10,-2,3,1,14,-10
O=S(=O)(c1ccccc1)N1CN2CCN(C2)C1,3,4,3.3,-2,-1,-1,0,-3,-2
O=[N+]([O-])c1ccc(N2CCOCC2)c2cccnc12,3,0,1.2,-6,0,-1,-1,2,-1
O=C1C(c2ccccc2)=C(N2CC2)c2ccccc21,4,-8,-1.0,1,1,-2,-2,6,1
CC[C@@H](CO)NC(=O)[C@@H]1C=C2c3cccc4c3c(cn4C)C[C@H]2N(C)C1,1&9&-10,-5&2&-16,4.0&-2.2&5.1,-1&-1&-8,17*!,5&-4,-40&-17&-40,6&4&10,-1&1&-9
Cc1ccc(OP(=O)(NCc2ccccc2)Oc2ccc(C)cc2)cc1,0,6,2.8,3,3,-4,2,14,9
CCc1nc2ccccc2c(=O)n1-c1ccc2ccccc2c1,1,5,-1.1,2,-2,-4,0,3,5
C1=CC(Cc2cncs2)c2ccccc21 (stereo not given),3,·,0.1,2,·,-3,·,5,4
CC[N+](C)(CC)CCCOC(=O)C(O)(c1ccccc1)C1CCCCC1 (stereo not given),-4,-3,-1.5,-7,-7,4,1,1,-5

# An excerpt from above in order of length of the SMILES, descending:
SMILES,proCasp3 act,HCV core dimer,PP5 primary,PP1 counter,CTSL1 counter,PAFAH2 FP inh,TPT1 inhibitor,AHR activator,proCasp7 act
NC(N)=Nc1ccc2[nH]c3c(c2c1)C[C@@]1(O)[C@H]2Cc4ccc(O)c5c4[C@@]1(CCN2CC1CC1)[C@H]3O5,-9,-4,1.4,10,-2,3,1,14,-10
CC[C@@H](CO)NC(=O)[C@@H]1C=C2c3cccc4c3c(cn4C)C[C@H]2N(C)C1,1&9&-10,-5&2&-16,4.0&-2.2&5.1,-1&-1&-8,17*!,5&-4,-40&-17&-40,6&4&10,-1&1&-9
C[N+]1(C)C2CC(OC(=O)[C@H](CO)c3ccccc3)CC1C1OC12 (stereo not given in full),9,-4,0.3,1,0,1,-5,-1,2
O=C(c1cc2cc3ccc(Cl)cc3nc2o1)N1CCC2(CC1)OCCO2,-6,10,0.5,-2,6,9,-4,10,4
NCCNc1ccc([N+](=O)[O-])c2cccnc12,-11,-5,2.7,-2,1,2,1,14,-5

# Next part:
SMILES,proCasp3 act,HCV core dimer,PP5 primary,PP1 counter,CTSL1 counter,PAFAH2 FP inh,TPT1 inhibitor,AHR activator,proCasp7 act
CCOP(=O)(OCC)C(CC)N1CCOCC1 (stereo not given),12,-7,1.8,-2,2,-9,2,-1,-3
CN1CCN(Cc2cn3cccnc3n2)CC1,-4,-4,1.9,-4,1,9,2,1,-2
CCCCCCC(=O)c1c(O)n(-c2ccccc2OC)c(=O)[nH]c1=O,-5,0,1.9,-1,0,10,1,-3,-14
COC(=O)N(C)c1ccc(C(O)(C(=O)OC)C(F)(F)F)cc1 (stereo not given),4,0,3.1,0,-8,6,0,1,-11
Cc1ccc(N2C(=O)NC(=O)/C(=C/c3ccc(-c4ccc(C(=O)O)c(Cl)c4)o3)C2=O)cc1,-6,7,2.1,3,-2,-2,9,1,-12
CCc1ccc(CNCCc2c[nH]c3ccccc23)cc1,-24,1,1.7,-5,8,-8,-2,5,9
CN1C(=O)C(=Cc2ccc(N3CCOCC3)c([N+](=O)[O-])c2)C(=O)N(C)C1=O,-2,-4,-0.7,-2,6,·,-1,-2,-7
